Compound activity deposited in PubChem BioAssay by NCI.
Growth percent in the NCI-60 one-dose screen (48 h, 10 µM unless noted): 100 = growth as untreated, 0 = no growth, -100 = all killed.
OVCAR-5 = OVCAR-5 ovarian cancer; actives 2.9% (n = 82,000)
OVCAR-8 = OVCAR-8 ovarian cancer | AID 1794782 | actives 4.4% (n = 81,000)
DU-145 = DU-145 prostate cancer | actives 4.2% (n = 81,000) | AID 1794760
SK-OV-3 = SK-OV-3 ovarian cancer cells. actives 3.2% (n = 80,000). AID 1794785
IGROV1 = IGROV1 ovarian cancer; AID 1794786; actives 4.7% (n = 79,000)
OVCAR-4 = OVCAR-4 ovarian cancer cells; AID 1794784; actives 3.7% (n = 80,000)
PC-3 = PC-3 prostate cancer cells | AID 1794754 | actives 3.9% (n = 80,000)
OVCAR-3 = OVCAR-3 ovarian cancer. AID 1794787. actives 7% (n = 79,000)
Active calls of the source: *; & = joins results of further samples. The calls were made as follows: active = growth percent below 10; inactive = the rest.

FC(F)(F)c1cccc(OCC2CNC(=S)O2)c1 (stereo unspecified) was read as OVCAR-5 103.9, OVCAR-8 98.0, DU-145 100.2, SK-OV-3 98.5, IGROV1 93.4, OVCAR-4 93.1, PC-3 96.2 and OVCAR-3 80.7.
Screening Cc1nn(-c2ccccc2)c(N(C)Cc2ccccc2)c1C1CC(c2ccc(Cl)cc2)=NN1C=O (stereo unspecified) returned OVCAR-5 94.1, OVCAR-8 83.3, DU-145 83.9, SK-OV-3 73.5, IGROV1 75.5, OVCAR-4 69.5, PC-3 41.0 and OVCAR-3 73.9.
Screening CCCC1OC(C)CC(C)(C)O1 (stereo unspecified) returned OVCAR-5 96.4, OVCAR-8 106.0, DU-145 113.5, SK-OV-3 108.7, IGROV1 113.3, OVCAR-4 105.5, PC-3 91.6 and OVCAR-3 107.3.
CC(C)SCCCC(=O)O was read as OVCAR-5 81.5, OVCAR-8 98.6, DU-145 92.2, SK-OV-3 106.8, IGROV1 96.9, OVCAR-4 99.1, PC-3 98.6 and OVCAR-3 108.7.
For CCOC(=O)c1c(C)n2c(=O)cc(C)c3c(OC(C)=O)c(OC(C)=O)cc1c32 the results were OVCAR-5 99.2, OVCAR-8 62.2, DU-145 67.3, SK-OV-3 102.8, IGROV1 76.9, OVCAR-4 34.6, PC-3 59.2 and OVCAR-3 6.3*.
Fc1cccc(CN2CCN(c3nc(NCCN4CCOCC4)ncc3Br)CC2)c1 was read as OVCAR-5 98.5, OVCAR-8 94.5, DU-145 105.1, SK-OV-3 103.9, IGROV1 97.0, OVCAR-4 73.0, PC-3 97.4 and OVCAR-3 100.9.
Cc1ccc2c(c1)nc(C)n2-c1ncnc2c1CC(C)c1cc(O)ccc1N2C (stereo unspecified) was read as OVCAR-5 89.0, OVCAR-8 40.6, DU-145 42.1, SK-OV-3 14.1, IGROV1 51.4, OVCAR-4 67.5, PC-3 29.6 and OVCAR-3 14.6.
Screening c1ccc2[nH]c(SCc3nc4ccccc4s3)nc2c1 returned OVCAR-5 91.9, OVCAR-8 101.3, DU-145 86.8, SK-OV-3 116.6, IGROV1 87.0, OVCAR-4 50.4, PC-3 93.3 and OVCAR-3 101.2.
For O=C1CCC(C(=O)N/N=C/c2c(F)c(F)c(F)c(F)c2F)N1 (stereo unspecified) the results were OVCAR-5 104.4, OVCAR-8 103.8, DU-145 103.1, SK-OV-3 103.5, IGROV1 100.9, OVCAR-4 100.3, PC-3 96.6 and OVCAR-3 100.5.
CC(=O)[C@H]1CCC(=O)[C@]23CC(=O)[C@@H]4CC=CC[C@]4(C)[C@H]2CC[C@]13C was read as OVCAR-5 101.7, OVCAR-8 101.4, DU-145 108.3, SK-OV-3 87.6, IGROV1 106.3, OVCAR-4 100.9, PC-3 85.9 and OVCAR-3 107.0.

Ordered by length of the SMILES (lowest first): some entries from above
CC(C)SCCCC(=O)O was read as OVCAR-5 81.5, OVCAR-8 98.6, DU-145 92.2, SK-OV-3 106.8, IGROV1 96.9, OVCAR-4 99.1, PC-3 98.6 and OVCAR-3 108.7.
Screening CCCC1OC(C)CC(C)(C)O1 (stereo unspecified) returned OVCAR-5 96.4, OVCAR-8 106.0, DU-145 113.5, SK-OV-3 108.7, IGROV1 113.3, OVCAR-4 105.5, PC-3 91.6 and OVCAR-3 107.3.
For CCOC(=O)c1c(C)n2c(=O)cc(C)c3c(OC(C)=O)c(OC(C)=O)cc1c32 the results were OVCAR-5 99.2, OVCAR-8 62.2, DU-145 67.3, SK-OV-3 102.8, IGROV1 76.9, OVCAR-4 34.6, PC-3 59.2 and OVCAR-3 6.3*.

Next section.
Cc1cc(C)c(CCCC(=O)c2c(C)cc(C)cc2C)c(C)c1 was read as OVCAR-5 92.3, OVCAR-8 100.1, DU-145 107.5, SK-OV-3 94.9, IGROV1 106.2, OVCAR-4 102.1, PC-3 86.2 and OVCAR-3 114.4.
For O=C1CC(c2ccc3c(c2)OCO3)c2c(ncn2-c2ccc(F)cc2)N1 (stereo unspecified) the results were OVCAR-5 98.9, OVCAR-8 103.5, DU-145 113.5, SK-OV-3 105.1, IGROV1 105.5, OVCAR-4 115.6, PC-3 101.9 and OVCAR-3 109.5.
`CC1(C)CC(=O)C2=C(C1)Nc1cc3c(cc1C2c1ccc(F)cc1)OCO3` (stereo unspecified) gave OVCAR-5 106.9, OVCAR-8 97.0, DU-145 117.4, SK-OV-3 97.6, IGROV1 100.4, OVCAR-4 93.9, PC-3 93.5 and OVCAR-3 102.7.
For Cc1ccc(-n2nc(C(=O)NCCCCC(=O)O)nc2-c2ccccc2)cc1 the results were OVCAR-5 106.1, OVCAR-8 112.4, DU-145 105.1, SK-OV-3 104.5, IGROV1 106.4, OVCAR-4 104.4, PC-3 109.9 and OVCAR-3 107.1.
`O=C(NN1C(=O)c2ccccc2C1=O)c1ccc(Nc2ncnc3c2cnn3-c2cccc(Br)c2)cc1` gave OVCAR-5 107.3, OVCAR-8 107.3, DU-145 113.8, SK-OV-3 97.8, IGROV1 97.9, OVCAR-4 111.8, PC-3 103.4 and OVCAR-3 107.0.
For COc1cccc(C(=O)N(c2ccc(Cl)cc2)C(C(=O)NC(C)(C)C)c2cc3c(C)cc(C)cc3nc2Cl)c1 (stereo unspecified) the results were OVCAR-5 96.6, OVCAR-8 91.2, DU-145 80.1, SK-OV-3 88.6, IGROV1 74.7, OVCAR-4 71.4, PC-3 31.2 and OVCAR-3 66.4.
Screening CCOC(=O)c1cc2n(n1)CC(c1ccccc1)N2 (stereo unspecified) returned OVCAR-5 90.8, OVCAR-8 103.6, DU-145 97.3, IGROV1 99.9, OVCAR-4 99.1, PC-3 92.3 and OVCAR-3 105.6.
O=C(CCN1C(=O)/C(=C/c2ccc(Cl)cc2)SC1=S)Nc1ncc(Cc2ccccc2)s1 was read as OVCAR-5 98.7, OVCAR-8 98.7, DU-145 111.1, SK-OV-3 107.8, IGROV1 109.6, OVCAR-4 103.0 and OVCAR-3 115.3.
Screening CCOc1nc2c(N)ncnc2n1CC1CCC1 returned OVCAR-5 106.1, OVCAR-8 106.7, DU-145 103.8, SK-OV-3 103.3, IGROV1 125.2, OVCAR-4 101.0, PC-3 104.8 and OVCAR-3 102.8.
Screening O=C(CS(=O)(=O)c1ccc(Cl)cc1)c1ccccc1 returned OVCAR-5 101.9, OVCAR-8 106.4, DU-145 103.2, SK-OV-3 117.0, IGROV1 123.6, OVCAR-4 107.3, PC-3 99.7 and OVCAR-3 101.1.
CNC(=S)N1c2ccccc2NC(=O)CC1C (stereo unspecified) was read as OVCAR-5 88.8, OVCAR-8 100.7, DU-145 117.6, SK-OV-3 112.1, IGROV1 100.8, OVCAR-4 104.7 and OVCAR-3 135.1.
CCc1c(Nc2ccc(C)cc2)nc(N)[nH]c1=O was read as OVCAR-5 100.8, OVCAR-8 101.6, DU-145 111.1, SK-OV-3 114.4, IGROV1 101.5, OVCAR-4 108.3, PC-3 95.4 and OVCAR-3 118.7.
Cc1ccc(/C=C2\SC(=S)N(CCC(=O)Nc3ncc(Cc4ccc(Cl)cc4)s3)C2=O)cc1 was read as OVCAR-5 95.9, OVCAR-8 102.9, DU-145 107.9, SK-OV-3 104.7, IGROV1 102.5, OVCAR-4 99.0 and OVCAR-3 112.4.
Cn1ccc2cc(NC(=O)Cn3cc(CN4CCCCC4)nn3)ccc21 was read as OVCAR-5 103.9, OVCAR-8 104.2, DU-145 112.6, SK-OV-3 108.4, IGROV1 109.5, OVCAR-4 116.1, PC-3 93.7 and OVCAR-3 117.6.
Screening COc1ccc2c(c1)c(-c1nn3cc(-c4ccncc4)nc3s1)cn2C returned OVCAR-5 102.4, OVCAR-8 71.7, DU-145 93.9, SK-OV-3 93.6, IGROV1 70.3, OVCAR-4 82.3 and PC-3 71.2.
CC1/C(=N\NC(N)=S)C(C)C(c2ccc(Cl)cc2)NC1c1ccncc1 (stereo unspecified) was read as OVCAR-5 104.7, OVCAR-8 88.1, DU-145 119.4, SK-OV-3 98.3, IGROV1 88.1, OVCAR-4 98.9, PC-3 84.9 and OVCAR-3 104.7.
Screening CCOC(=O)/C(=C\c1ccc(OC)cc1)C(C)=O returned OVCAR-5 92.5, OVCAR-8 110.9, DU-145 100.1, SK-OV-3 105.4, IGROV1 105.8, OVCAR-4 106.2, PC-3 108.9 and OVCAR-3 99.4.
For COc1ccc(-c2nnc(/N=C3/C(=O)Nc4ccc(Br)cc43)o2)cc1 the results were OVCAR-5 107.1, OVCAR-8 99.9, DU-145 100.9, SK-OV-3 108.5, IGROV1 91.9, OVCAR-4 101.2 and PC-3 104.2.
OC(c1ccccc1)c1nn(CN2CCOCC2)c(=S)n1-c1ccc(F)cc1 (stereo unspecified) was read as OVCAR-5 93.0, OVCAR-8 96.0, DU-145 111.8, SK-OV-3 99.3, IGROV1 103.3, OVCAR-4 108.0, PC-3 97.2 and OVCAR-3 91.3.
For O=c1[nH][nH]c(Nc2ccccc2)c1N=Nc1ccc(O)cc1 the results were OVCAR-5 115.7, OVCAR-8 76.9, DU-145 75.5, SK-OV-3 53.2, IGROV1 86.4, OVCAR-4 67.4, PC-3 67.7 and OVCAR-3 74.8.
For O=C1C[C@H](Sc2nc3c(c(C(F)(F)F)n2)CCCC3)[C@H]2CO[C@@H]1O2 the results were OVCAR-5 105.7, OVCAR-8 101.2, DU-145 103.3, SK-OV-3 102.1, IGROV1 102.2, OVCAR-4 102.3, PC-3 88.4 and OVCAR-3 97.9.
S=c1[nH]c2ccccc2[nH]c1=S was read as OVCAR-5 114.0&87.7, OVCAR-8 96.8&98.2, DU-145 99.7&109.6, SK-OV-3 109.8&138.9, IGROV1 105.9&94.7, OVCAR-4 109.1&103.9, PC-3 95.2&102.1 and OVCAR-3 102.1&108.2.
`O=C(O)c1cccc(N2C(=O)/C(=C\c3ccc(-c4ccc(Cl)cc4)o3)SC2=S)c1` gave OVCAR-5 95.9, OVCAR-8 99.9, DU-145 109.5, SK-OV-3 95.3, IGROV1 93.7, OVCAR-4 97.9 and OVCAR-3 108.8.
Screening OC1CCCCC1C1CCCCC1 (stereo unspecified) returned OVCAR-5 112.2, OVCAR-8 108.5, DU-145 111.5, SK-OV-3 115.3, IGROV1 106.4, OVCAR-4 112.9, PC-3 143.3 and OVCAR-3 105.2.
For CC(=O)Nc1cccc(NC(C)=O)c1 the results were OVCAR-5 97.4&94.4, OVCAR-8 115.3&100.1, DU-145 112.3&120.6, SK-OV-3 105.9&101.3, IGROV1 103.5&105.9, OVCAR-4 107.9, PC-3 95.9&104.4 and OVCAR-3 109.5&127.1.
`FC(F)(F)c1ccc(Cn2cc(CSc3nc4ccccc4s3)nn2)cc1` gave OVCAR-5 98.6, OVCAR-8 91.0, DU-145 107.5, SK-OV-3 103.6, IGROV1 97.7, OVCAR-4 94.8, PC-3 95.7 and OVCAR-3 104.5.
CCOC(=O)c1c(C(C)=O)c([Si](C)(C)C)c2cc(C)ccn12 was read as OVCAR-5 108.7, OVCAR-8 102.8, DU-145 103.5, SK-OV-3 124.3, IGROV1 102.8, OVCAR-4 100.6, PC-3 89.2 and OVCAR-3 119.3.
`CC1(C)C=CC[C@]2(C)[C@H]3CC[C@@H]4[C@H]5[C@H](C(/C=C/c6cccnc6)=N/O)CC[C@]5(CO)CC[C@@]4(C)[C@]3(C)CC[C@@H]12` gave OVCAR-5 85.7, OVCAR-8 73.1, DU-145 102.6, SK-OV-3 109.9, IGROV1 92.2, OVCAR-4 89.9, PC-3 65.1 and OVCAR-3 106.2.
Screening CCSc1nnc(Cc2ccc(OC)cc2)n1-c1ccc(C)cc1 returned OVCAR-5 113.7, OVCAR-8 103.6, DU-145 100.8, SK-OV-3 93.5, IGROV1 107.3, OVCAR-4 103.2, PC-3 85.7 and OVCAR-3 98.9.
CS(=O)(=O)c1nccc(-c2c(-c3cccc(OCc4ccc(Cl)c(C(F)(F)F)c4)c3)nc3sccn23)n1 was read as OVCAR-5 100.8, OVCAR-8 99.3, DU-145 -25.0*, SK-OV-3 104.0, IGROV1 34.1, OVCAR-4 71.9 and PC-3 86.5.
`C#C[C@]1(O)CCC2C3CCc4cc(OC5CCCC5)ccc4C3CC[C@@]21C` (stereo partly specified) gave OVCAR-5 63.2, OVCAR-8 81.3, DU-145 89.0, SK-OV-3 100.4, IGROV1 101.0, OVCAR-4 92.9, PC-3 57.9 and OVCAR-3 96.4.
`CCn1nccc1NC(=O)C(=O)c1c[nH]c2cccc(OC)c12` gave OVCAR-5 86.6, OVCAR-8 97.4, DU-145 128.6, SK-OV-3 107.5, IGROV1 14.5, OVCAR-4 109.7, PC-3 98.1 and OVCAR-3 127.1.
Clc1ccc(/C=N/NC2=NCCN2)c(Cl)c1 was read as OVCAR-5 99.6, OVCAR-8 94.9, DU-145 102.2, SK-OV-3 119.5, IGROV1 95.5, OVCAR-4 100.2, PC-3 93.8 and OVCAR-3 104.5.

Grouped by structure, the entries above containing a CF3 group.
FC(F)(F)c1cccc(OCC2CNC(=S)O2)c1 (stereo unspecified) was read as OVCAR-5 103.9, OVCAR-8 98.0, DU-145 100.2, SK-OV-3 98.5, IGROV1 93.4, OVCAR-4 93.1, PC-3 96.2 and OVCAR-3 80.7.
For O=C1C[C@H](Sc2nc3c(c(C(F)(F)F)n2)CCCC3)[C@H]2CO[C@@H]1O2 the results were OVCAR-5 105.7, OVCAR-8 101.2, DU-145 103.3, SK-OV-3 102.1, IGROV1 102.2, OVCAR-4 102.3, PC-3 88.4 and OVCAR-3 97.9.
`FC(F)(F)c1ccc(Cn2cc(CSc3nc4ccccc4s3)nn2)cc1` gave OVCAR-5 98.6, OVCAR-8 91.0, DU-145 107.5, SK-OV-3 103.6, IGROV1 97.7, OVCAR-4 94.8, PC-3 95.7 and OVCAR-3 104.5.
CS(=O)(=O)c1nccc(-c2c(-c3cccc(OCc4ccc(Cl)c(C(F)(F)F)c4)c3)nc3sccn23)n1 was read as OVCAR-5 100.8, OVCAR-8 99.3, DU-145 -25.0*, SK-OV-3 104.0, IGROV1 34.1, OVCAR-4 71.9 and PC-3 86.5.
